# Assay outcomes (PubChem BioAssay)
# S1P4 antagonist – antagonists of human S1P4 receptor; O95977; S1P4-expressing cells, antagonist mode, reporter read-out; inhibition, % at 4.98 µM; hit rate 0.26% among 220,000; AID 1510; in the data active = inhibition above about 29%;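 note: 0% = wells stimulated with agonist and 100% = vehicle wells without agonist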
# Target sequence (O95977 whole entry, looked up): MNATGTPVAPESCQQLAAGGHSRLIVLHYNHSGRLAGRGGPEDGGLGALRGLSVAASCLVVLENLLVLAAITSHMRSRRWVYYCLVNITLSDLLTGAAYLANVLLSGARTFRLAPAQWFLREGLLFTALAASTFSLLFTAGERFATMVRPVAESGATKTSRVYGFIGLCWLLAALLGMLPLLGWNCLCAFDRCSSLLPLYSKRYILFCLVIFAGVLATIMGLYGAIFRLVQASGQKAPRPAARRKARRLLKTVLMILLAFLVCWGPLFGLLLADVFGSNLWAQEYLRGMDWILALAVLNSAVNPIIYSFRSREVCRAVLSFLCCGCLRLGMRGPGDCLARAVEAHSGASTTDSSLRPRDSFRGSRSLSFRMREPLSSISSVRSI
# NPY2 pot ag – potentiators or agonists of human neuropeptide Y receptor Y2 | cells expressing NPY-Y2, potentiator/agonist read-out | activation, % at 3.6 µM | P49146 | hit rate 0.45% among 220,000; in the data active = activation above about 27%;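 note: cells stimulated with NPY near EC25 plus isoproterenol at EC100; 0% = vehicle plus submaximal agonist and 100% = vehicle plus saturating agonist; some results beyond the cut were filed as inactive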
# Target sequence (P49146 whole entry, looked up): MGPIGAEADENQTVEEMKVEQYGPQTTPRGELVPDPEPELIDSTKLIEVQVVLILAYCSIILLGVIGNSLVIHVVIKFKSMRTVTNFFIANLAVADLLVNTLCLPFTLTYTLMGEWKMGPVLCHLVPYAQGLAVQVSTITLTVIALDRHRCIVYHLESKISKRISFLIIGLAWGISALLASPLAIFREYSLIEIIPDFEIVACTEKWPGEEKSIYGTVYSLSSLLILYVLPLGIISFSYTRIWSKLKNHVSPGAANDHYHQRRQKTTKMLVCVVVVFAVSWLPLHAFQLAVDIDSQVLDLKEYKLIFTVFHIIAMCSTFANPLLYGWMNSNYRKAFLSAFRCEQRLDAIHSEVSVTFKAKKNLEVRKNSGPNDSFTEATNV
# Ba/F3 V617F tox – loss of viability in JAK2V617F-driven Ba/F3 cells. AID 1446. inhibition, % at 5.6 µM. Ba/F3 EpoR-JAK2V617F viability, ATP luminescence. hit rate 1.1% among 220,000;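 active = inhibition above the campaign mean plus 3 SD over all tested compounds, cut at about 24% in these data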;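 note: cytokine-independent growth of Ba/F3 cells driven by EpoR plus mutant JAK2; 0% = DMSO-treated cells and 100% = JAK inhibitor I control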
# BaF3 parental – reduces parental Ba/F3 cell viability, JAK2V617F counter-screen; CellTiter-Glo ATP luminescence; inhibition, % at 5.6 µM; hit rate 1.1% among 220,000; AID 1486;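 active = inhibition above a per-campaign cutoff, the mean inhibition of all tested compounds plus 3 SD, cut at about 27% in these data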;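 note: 0% = DMSO wells and 100% = JAK Inhibitor I control wells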
# MDM2 E3 inh – inhibitors of human Mdm2 E3 ubiquitin ligase; Q00987; cell-based MDM2 ubiquitination luciferase reporter, 2 h; 0 = plate control, 100 = twice control, blank-subtracted; signal enhancement, % at 5 µM; hit rate 0.11% among 210,000; AID 1230;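 active = signal enhancement of 30% or more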;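 note: luminescence tracks abundance of the self-degrading MDM2-luciferase fusion protein; higher signal means inhibition of MDM2 E3 ligase activity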
#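 Assay system: mammalian cells stably expressing self-ubiquitinating, self-degrading MDM2 E3–luciferase fusion. Quantity: 2000 cells in each well. Medium: DMEM culture medium. Compound dosing: single-point 5 µM. Timing: cell settling 4 h, compound treatment 2 h, both 37 °C. Technique: luciferase luminescence. Read-out basis: percent signal gain over controls, blank-subtracted. Benchmarks: plate controls and plate blanks.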
# S1P4 agonist – agonists of human S1P4 receptor; O95977; S1P4-expressing cell line, agonist reporter assay; activation, % at 4.98 µM; hit rate 0.35% among 220,000; in the data active = activation above about 11%;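 note: 0% = DMSO vehicle and 100% = reference agonist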
# PERK inh – blocks human PERK kinase. Q9NZJ5. CHO PERK-DD fusion, SEAP luminescence translation reporter. inhibition, % at 5.6 µM. hit rate 0.17% among 220,000;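 active = inhibition above the mean inhibition of all tested compounds plus 3 SD, set separately per screening campaign, cut at about 2.9% in these data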;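 note: PERK kinase domain activated by AP20187 dimerizer at 100 nM; 0% = DMSO with dimerizer and 100% = rapamycin at 8.4 µM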
# Wee1 stabilizer – blocks degradation of human Wee1 kinase; P30291; HeLa Luc-Wee1K328M stability, luciferase luminescence; 100% = proteasome inhibitor MG132 effect; reporter increase, % at 5 µM; hit rate 1.2% among 220,000;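 active = activation above the mean of all tested compounds plus 3 SD, set per screening run, cut at about 8.8% in these data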;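 note: cells exposed to compound for 20 h before luminescence read; 0% = DMSO alone and 100% = MG132 at 30 µM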
# eIF4E 4G PPI – inhibitors of eIF4E and eIF4G interaction in translation initiation. P63073+Q04637. TR-FRET eIF4E-eIF4GI(517-606) binding, 2 h. inhibition, % at 21.7 µM. hit rate 0.37% among 220,000. AID 782;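 active = inhibition above about 30%, limit read from the data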;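 note: 0% = full FRET control wells and 100% = background wells lacking eIF4GI fragment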
# Numbers without * were called inactive; . = no result given; [ ] = remark or other dose. Not a hit list (roughly 4.1% active in at least one column).
SMILES,S1P4 antagonist,NPY2 pot ag,Ba/F3 V617F tox,BaF3 parental,MDM2 E3 inh,S1P4 agonist,PERK inh,Wee1 stabilizer,eIF4E 4G PPI
NC(=O)c1ccccc1NC(=O)c1ccccc1F,-15,-8,-3,7,-6,2.2,0.1,2,.
O=C1CCC(C(=O)OCC(=O)c2c[nH]c3ccccc23)=NN1,-12,13,-1,3,15,-0.4,0.9,-2,5
CCn1c(=O)cc(SCC(=O)N2CCN(c3ccccn3)CC2)c2ccccc21,-6,-21,0,4,7,-1.2,-0.9,-2,-11
COC(=O)C1C(=O)/C(=C/N(C)C)C(=O)CC1(C)C (centres undefined),-2,2,-2,3,-26,1.1,0.3,0,0
CCCc1cc2c(cc1NC(=O)c1ccccc1C)OCO2,-1,-29,-5,0,-15,-0.9,0.2,-1,9
CCOC(=O)CN1C(=O)N[C@@H](c2ccc(Br)cc2)C(C(C)=O)=C1C,3,13,0,4,.,0.3,0.1,0,-1
COc1ccc(OC)c(N(CC(=O)Nc2cccnc2)S(=O)(=O)c2ccccc2)c1,4,12,-2,0,2,0.1,-1.1,-1,-3[fluorescence artefact?]
CCOc1ccc(C(=O)Nc2nnc(C)s2)cc1OCC,-3,-4,5,3,-13,0.5,0.7,3,1
Cc1csc(NC(=O)Cc2c[nH]c3ccccc23)n1,-6,-7,-2,4,-13,-1.6,1.1,0,2
COc1cccc(C(=O)/C=C/Nc2ccc(S(=O)(=O)Nc3cccc(C(C)=O)c3)cc2)c1,-11,-10,2,10,-18,0.7,-1.4,0,-16
Cc1nnc(N2CCN(Cc3ccccc3)CC2)[nH]c1=O,-15,-7,-3,-2,-21,4.7,0.1,-3,1
CC1Cn2c(nnc2-c2cc3ccccc3cc2O)S1 (centres undefined),34*,10,-2,3,-19,1.1,0.8,-3,2
COc1ccc(-n2cnc3cc(NCc4ccco4)ccc32)cc1,-16,-2,-2,5,-18,-3.5,-1.2,2,-6
CC1(C)C2([N+](=O)[O-])CN(CCO)CC1([N+](=O)[O-])CN(CCO)C2,-2,0,-6,0,-4,-1.9,1.8,-3,4
CC(C)C(NC(=O)OCc1ccccc1)C(=O)NCc1ccc(C(=O)O)cc1 (centres undefined),-15,-13,0,6,5,-0.6,-1.0,2,0

# Structures listed so far marked active in S1P4 antagonist.
compound	S1P4 antagonist	NPY2 pot ag	MDM2 E3 inh	S1P4 agonist	PERK inh	Wee1 stabilizer	eIF4E 4G PPI
CC1Cn2c(nnc2-c2cc3ccccc3cc2O)S1 (centres undefined)	34*	10	-19	1.1	0.8	-3	2

# New compounds follow
SMILES,S1P4 antagonist,NPY2 pot ag,Ba/F3 V617F tox,BaF3 parental,MDM2 E3 inh,S1P4 agonist,PERK inh,Wee1 stabilizer,eIF4E 4G PPI
CCN(C(=O)CSc1nc2ccccc2n1CCc1ccccc1)C1CCS(=O)(=O)C1 (centres undefined),-7,17,-3,1,-29,-1.4,-1.6,4,8
Cc1cc(C)c(C#N)c(SCc2nnc(-c3ccccc3)o2)n1,-30,-3,-3,2,-64,2.3,-0.8,-5,-10
Cc1oc(-c2ccc(-c3ccccc3)cc2)nc1CN1CCN(CC(=O)N(C)C)CC1,-12,-14,0,4,20,-1.3,-0.3,2,-3
O=S(=O)(NCc1ccc(Cl)cc1)c1cnc[nH]1,-15,-4,1,4,-23,0.4,1.3,1,-13
O=C(CN1C(=O)NC2(CCCCCC2)C1=O)N1CCN(S(=O)(=O)c2ccccc2)CC1,-5,-5,-1,8,-21,0.0,0.7,-1,-2
N#Cc1cc2c(nc1SCC(=O)N1CCCCC1)CCCCC2,-7,-7,1,6,-21,-1.8,-0.4,-3,10
CCOC(=O)N1CCN(c2nc3ccccc3nc2C(C#N)C(=O)NCCc2ccccc2)CC1 (centres undefined),-3,-1,1,3,-7,1.4,-0.4,1,2
CCOc1ccc(Oc2c(/C=N/NC(=O)C3CC3)c(C)nn2-c2ccccc2)cc1,0,-7,3,8,.,-0.2,-0.9,1,4
Cc1ccc(C(=O)NCCc2nnc(SCC(=O)Nc3nc(-c4ccccc4)cs3)n2C)cc1,3,-6,-4,0,-13,-0.5,1.7,-2,2
CCc1nc2ccccc2c(C(=O)OC2CCCCC2=O)c1C (centres undefined),-5,-10,-3,4,-1,-0.1,-0.3,-3,-1
CCc1ccc(/C=C(\C)C(=O)c2c(C)cc(C)[nH]c2=O)cc1,5,-4,-5,0,-10,0.1,1.3,-1,1
CC(=O)Nc1ccc2c(c1)CCC2=O,-11,-13,-4,-3,-3,0.2,0.4,1,3
N#Cc1c(-c2ccco2)cc(-c2ccc(F)cc2)nc1N,-2,6,-2,2,-1,-0.6,1.8,-1,.
CCOC(=O)c1c(C)nc2c(c1-c1cc(OC)c(OC)c(OC)c1)C(=O)c1ccccc1-2,-1,2,-5,1,-17,-2.5,-0.5,-1,-3
CCn1c(C(=O)N2CCC(Cc3ccccc3)CC2)cc2sccc21,5,8,-3,-4,-9,3.2,-0.1,-2,9
O=C(CCNS(=O)(=O)c1c(Cl)cccc1Cl)OCC(=O)c1ccccc1F,0,4,1,-2,2,0.1,0.8,-1,15
COc1ccc(S(=O)(=O)N2CCCC2C(=O)Nn2cnnc2)cc1 (centres undefined),-3,13,-3,-1,-13,-4.9,-0.8,-3,0[fluorescence artefact?]
O=C(CCc1nc(-c2ccccc2)no1)NCc1ccco1,-1,1,2,6,-13,1.3,-0.4,-2,1
CN(c1cccc(NC(=O)c2ccc(C(C)(C)C)cc2)c1)S(C)(=O)=O,-6,5,-1,1,-16,-0.4,1.7,2,3
O=C(NCc1ccco1)c1ccc(Cn2c(=S)[nH]c3ccccc3c2=O)cc1,-3,0,2,2,4,-0.4,-0.7,-3,-2
Cc1cccc(C(=O)NC(NCc2ccco2)C(Cl)(Cl)Cl)c1 (centres undefined),-6,12,-2,-1,-7,0.8,1.1,-2,4
COc1cnc(-c2ccccn2)nc1Oc1c(C)cccc1C,-13,0,0,7,1,1.4,-0.1,1,-3
CCn1c(COc2ccc(C(C)C)cc2)nnc1SCC(=O)Nc1nccs1,13,2,1,2,-19,-1.1,0.1,-1,-30[fluorescence artefact?]
CCCCn1nc(C(=O)Nc2cc(S(=O)(=O)N(C)C)ccc2C)c2ccccc2c1=O,7,-15,1,-8,.,0.3,1.3,-2,-18
CCS(=O)(=O)n1nc(-c2ccccc2)cc1N,-30,-2,-3,2,-10,2.3,1.1,-2,4
c1ccc(-c2csc(Nc3ccc4c(c3)OCCO4)n2)cc1,1,8,-2,3,-66,-1.2,0.2,3,1
Cc1oc(-c2cccs2)nc1CSCC(=O)NC1CC1,-4,-14,-2,5,-14,0.4,0.9,2,8
COc1ccc(CCn2c(-c3ccccc3)nc3c(c(=O)c4ccccc4n3C)c2=O)cc1,-21,5,4,1,4,-0.1,-0.6,-4,-1
COc1ccc2c(C)c(Cc3ccccc3)c(=O)oc2c1OC,10,12,-2,0,-8,-0.5,0.0,-2,6
CN(C)CCCNC(=O)CCc1ncc(C(F)(F)F)cc1Cl,6,6,-4,-4,-15,-1.4,0.4,2,-5
COC(=O)c1sc2nc(N3CCCCC3)c3c(c2c1N)CCCC3,-21,3,-3,2,-11,-1.9,0.3,-2,-8
Cc1noc(N)c1C(=O)Nc1ccccc1F,4,2,-1,2,.,0.1,0.9,-4,5
COc1cc(NS(=O)(=O)c2ccc(NC(=O)c3ccco3)cc2)nc(OC)n1,1,3,1,5,6,-0.6,1.3,-1,-3
O=C(CN1C(=O)c2ccccc2C1=O)NN1C(=O)c2ccccc2C1=O,-5,-7,3,4,-13,1.6,-0.6,-1,-13
CC(=O)Nc1ccc(-c2ccc(NC(C)=O)cc2)cc1,-4,-14,-2,3,-3,1.0,1.6,4,3
Cc1ccccc1C(=O)Nc1nc2n(n1)C(c1ccccc1)CC(=O)N2 (centres undefined),2,7,-2,2,-15,0.8,-0.6,-1,-1[fluorescence artefact?]
CCC(=O)N1CCN(c2ccc(NC(=O)c3ccc([N+](=O)[O-])o3)cc2)CC1,78*,-10,34*,-14,-23,-3.0,0.3,2,-3
O=C(CN1CCN(c2ccc(Cl)cc2[N+](=O)[O-])CC1)N1CCOCC1,-13,-15,-4,0,-6,1.5,-0.1,7,-2
CC(=O)N=C1SC2CS(=O)(=O)CC2N1c1c(Cl)cccc1Cl (centres undefined),7,10,-3,2,-19,0.6,1.5,-1,5
COC(=O)c1ccc(C(=O)OC)c(NC(=S)N2CC(C)CC(C)C2)c1 (centres undefined),-1,1,-3,4,2,1.7,-0.4,2,0
Cc1nn(C)c(C(=O)NCc2ccc(Cl)cc2)c1Cl,-26,22,18,34*,-12,0.5,0.1,-2,9[fluorescence artefact?]
C=C(C)CNC(=S)NNC(=O)c1ccncc1,5,-3,0,0,-14,-0.1,0.7,1,-2
O=C(/C=C/c1ccc(Br)cc1)c1ccco1,54*,-13,4,8,-5,-1.0,0.1,-2,2[fluorescence artefact?]
COc1ccc(NC(=S)NCc2ccccn2)cc1OC,-2,9,5,3,-3,-1.2,0.3,0,-2
CCc1nnc(NC(=O)C2CCCN(S(=O)(=O)c3ccc(OC)cc3)C2)s1 (centres undefined),0,-12,0,8,-8,-0.1,0.2,2,-2
O=C(Nn1c(-c2ccc(Br)cc2)nc2ccccc2c1=O)c1cccnc1,-16,-1,3,3,-14,2.4,-0.4,5,1
COC(=O)c1c(N=CN(C)C)c(C#N)c2n1CCCC2,7,0,-1,2,-24,-1.5,0.8,-1,2
O=C(CCNS(=O)(=O)c1ccc(Br)s1)NCc1ccccc1,7,16,0,4,-2,-1.0,0.7,0,-2
O=C(CN(Cc1ccccc1)C(=O)CCC(=O)Nc1ccccn1)NCc1ccco1,-6,1,0,3,-21,-0.3,0.7,12*,6[fluorescence artefact?]
COc1cc(CC(=O)Nc2ccc(S(=O)(=O)Nc3ncccn3)cc2)cc(OC)c1OC,-12,13,-5,-3,4,-3.1,0.6,-2,-7
O=C(CSc1nccc(=O)[nH]1)Nc1ccc(F)c([N+](=O)[O-])c1,-18,-2,0,-1,-7,0.7,0.6,-1,1
Cc1ccc(OCC(=O)Nc2ccc(-c3nc4ncccc4o3)cc2)cc1,-4,-5,2,3,-19,-3.5,-0.5,-3,16
O=C(NN1C(=O)C2C3c4ccccc4C(c4ccccc43)[C@@H]2C1=O)c1ccccc1 (some centres undefined),1,12,-8,-2,3,-0.8,1.2,1,24[fluorescence artefact?]
O=C(O)C1CCCN1C(=O)OCc1ccccc1 (centres undefined),-8,-7,2,2,-12,0.6,0.0,-2,-10
COCCOC(=O)C1=C(C)Nc2nc(C)nn2C1c1ccccc1 (centres undefined),10,-14,9,7,-25,-3.5,-0.9,-2,7
Cc1sc2ncnc(NCC(c3ccco3)N3CCCC3)c2c1C (centres undefined),-4,-6,-4,-3,-2,0.8,-0.7,1,-1
